# CAL PDZ FP-1 – untagged CAL PDZ binding inhibitors, primary screen, biochemical, fluorescence polarization, HTS | purified CAL PDZ, TMR-peptide fluorescence polarization, 1 h | AID 602252, 2012 | inhibition, % at 24.9 µM | 300,000 compounds, 0.92% hits | Golgi-associated PDZ and coiled-coil motif-containing protein (Homo sapiens), Q9HD26;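 active = mean inhibition of at least 30% with at least half of replicates also reaching 30%; inconclusive = no clear call, values can overlap the other calls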;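 also: 0% = DMSO neutral control and 100% = excess unlabeled competitor peptide PRC23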
# Rtt109 Vps75 – inhibitors of C. albicans Rtt109/Vps75 HAT, primary screen, biochemical, ThioGlo CoA-SH fluorescence, plate reader | Histone acetyltransferase RTT109 (Candida albicans (strain SC5314 / ATCC MYA-2876)), … | inhibition, % at 34.9 µM | purified Rtt109/Vps75, 4 h | AID 540336, 2011 | 330,000 compounds, 0.16% hits;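 active = inhibition of at least 50% in every replicate; inconclusive = best replicate reaches 50% inhibition but some replicates fall short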
# NSD2 inh – NSD2 histone methyltransferase inhibitors, primary screen, biochemical, AlphaScreen, single concentration, set 2. NSD2 peptide methylation, 120 min. Histone-lysine N-methyltransferase NSD2 (Homo sapiens), O96028. inhibition, % at 12.5 µM. AID 743445, 2014. 310,000 compounds, 0.54% hits; in the data active = inhibition above about 50%
# Target sequence (O96028 whole entry, looked up): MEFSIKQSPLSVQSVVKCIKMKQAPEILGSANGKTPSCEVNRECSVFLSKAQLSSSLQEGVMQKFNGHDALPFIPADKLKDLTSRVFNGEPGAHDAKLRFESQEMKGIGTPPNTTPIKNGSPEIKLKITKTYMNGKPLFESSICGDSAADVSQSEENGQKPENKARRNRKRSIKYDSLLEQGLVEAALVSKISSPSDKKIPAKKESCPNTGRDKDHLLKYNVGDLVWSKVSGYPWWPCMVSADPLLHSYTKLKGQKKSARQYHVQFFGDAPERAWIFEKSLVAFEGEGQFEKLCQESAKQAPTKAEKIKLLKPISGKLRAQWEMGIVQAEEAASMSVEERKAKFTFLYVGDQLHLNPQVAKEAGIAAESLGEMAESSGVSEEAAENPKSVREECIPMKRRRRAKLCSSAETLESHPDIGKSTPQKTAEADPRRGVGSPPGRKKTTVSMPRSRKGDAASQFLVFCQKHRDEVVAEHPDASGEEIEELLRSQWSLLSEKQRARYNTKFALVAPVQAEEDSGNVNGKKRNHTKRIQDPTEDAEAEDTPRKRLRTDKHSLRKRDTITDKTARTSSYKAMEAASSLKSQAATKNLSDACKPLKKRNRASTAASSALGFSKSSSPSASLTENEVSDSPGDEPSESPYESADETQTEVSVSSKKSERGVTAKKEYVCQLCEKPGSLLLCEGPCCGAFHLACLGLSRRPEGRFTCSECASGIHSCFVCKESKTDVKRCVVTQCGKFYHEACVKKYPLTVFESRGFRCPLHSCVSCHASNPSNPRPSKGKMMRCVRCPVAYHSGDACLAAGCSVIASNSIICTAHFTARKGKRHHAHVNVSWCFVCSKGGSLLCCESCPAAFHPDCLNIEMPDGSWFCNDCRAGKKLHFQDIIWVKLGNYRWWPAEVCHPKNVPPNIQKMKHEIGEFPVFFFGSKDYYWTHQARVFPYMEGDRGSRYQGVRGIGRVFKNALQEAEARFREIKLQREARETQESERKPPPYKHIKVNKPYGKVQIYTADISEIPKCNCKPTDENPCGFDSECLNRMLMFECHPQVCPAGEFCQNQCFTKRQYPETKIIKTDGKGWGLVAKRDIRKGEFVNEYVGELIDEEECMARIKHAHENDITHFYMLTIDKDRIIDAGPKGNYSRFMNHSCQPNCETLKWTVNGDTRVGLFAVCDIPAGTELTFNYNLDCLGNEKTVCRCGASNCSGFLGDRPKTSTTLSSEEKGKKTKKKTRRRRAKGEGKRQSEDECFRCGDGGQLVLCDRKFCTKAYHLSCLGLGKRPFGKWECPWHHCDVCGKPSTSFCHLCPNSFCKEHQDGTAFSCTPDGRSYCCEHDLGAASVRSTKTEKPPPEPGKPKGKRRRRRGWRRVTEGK
# dFosB act – activators of delta FosB homodimer, primary screen, biochemical, fluorescence polarization, TAMRA-CDK5 oligo, single point. Protein FosB (Mus musculus), P13346. purified delta FosB; percent of positive-control signal above neutral wells. activation, % at 25 µM. 340,000 compounds, 0.99% hits;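 active = mean activation above about 17%, with every replicate also reaching it, limit read from the data, passing the limit was not always enough; inconclusive = only one of the two conditions met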;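 also: fluorescence polarization rise as delta FosB binds a TAMRA Cdk5 AP-1 oligo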
# PfHsp90 set2 – growth inhibition of PfHsp90-expressing yeast, primary screen, antimalarial PfHsp90 inhibitor project, S. cerevisiae, BacTiter-Glo luminescence, single point, set 2; BacTiter-Glo ATP, 48 h; yeast lacking PDR1 and PDR3 efflux regulators; inhibition, % at 9.4 µM; 310,000 compounds, 0.32% hits; AID 504621, 2011;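 active = every replicate shows inhibition above about 80%, whatever the replicate mean, limit read from the data; inconclusive = mean inhibition reaches the set limit but some replicate falls short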;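 also: 0% = DMSO neutral controls and 100% = 20 µM radicicol positive controls; yeast relying on Plasmodium falciparum Hsp90 in place of its own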
# SR-BI HDL uptake – inhibitors of SR-BI mediated HDL lipid uptake, primary screen, ldlA[mSR-BI] cells, fluorescence, single point; Scavenger receptor class B member 1 (Mus musculus), Q61009; ldlA[mSR-BI] CHO cells, DiI-HDL uptake fluorescence, 3 h; inhibition, % at 12.5 µM; 320,000 compounds, 0.96% hits;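 active = mean replicate inhibition of at least 70% and a set share of replicates each scoring 70 or more; inconclusive = meets just one of the two criteria; inactive = fails both criteria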;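 also: 0% = median of neutral control wells and 100% = median of positive control wells; values of inactives mirror those of a sister screen read the other way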
# MITF TRPM1 HTS – activators of MITF-driven TRPM1 promoter reporter, primary screen, cell-based, SK-MEL-5, luciferase, single point; 300,000 compounds, 0.75% hits; AID 588334, 2011; SK-MEL-5 TRPM1-promoter luciferase, 24 h; % of positive control, neutral wells = 0; activation, % at 12.5 µM;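 active = mean activation of at least 80% with every replicate also reaching 80%; inconclusive = mean reaches 80% but some replicate falls short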;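 also: 0% = neutral control wells and 100% = parthenolide positive control wells; values of inactives mirror those of a sister screen read the other way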
# SR-BI DiI-HDL act – activators of SR-BI mediated DiI-HDL uptake, primary screen, ldlA[mSR-BI] CHO cells, DiI fluorescence | 3 h; 100 = double the neutral-control signal | activation, % at 12.5 µM | 320,000 compounds, 0.096% hits;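 active = mean replicate activation of at least 60% and every replicate at or above 60%; inconclusive = mean or all-replicate condition met, but not both; inactive = mean below 60% and not all replicates reaching 60%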;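 also: 0% = median plate neutral-control signal and 100% = twice that signal; values of inactives mirror those of a sister screen read the other way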
#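 system = CHO ldlA[mSR-BI] cells, LDL receptor-null, SR-BI overexpressing | medium = Ham's F12 with 0.5% BSA, HEPES 25 mM, pH 7.4 | probe or stimulus = DiI-HDL 10 µg/mL | compound dosing = single-point compound dose | incubation = compound exposure 3 h, 37 °C | technique = DiI fluorescence, bottom read | read-out = cell-associated DiI fluorescence as measure of HDL uptake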
# PvdQ inh – P. aeruginosa PvdQ acylase inhibitors, primary screen, biochemical, fluorescence, plate reader and imaging, single point. PvdQ acylase [Pseudomonas aeruginosa LESB58]. purified PvdQ acylase. inhibition, % at 10 µM. 340,000 compounds, 0.063% hits; in the data active = inhibition above about 30%, passing the limit was not always enough; inconclusive = no clear call, values can overlap the other calls;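 also: 0% = vehicle neutral wells and 100% = reference inhibitor wells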
# CAL PDZ FP-2 – CAL PDZ peptide-binding inhibitors, primary screen, biochemical, fluorescence polarization, Cer-tagged CAL PDZ, HTS | AID 504414, 2011 | Golgi-associated PDZ and coiled-coil motif-containing protein (Homo sapiens), Q9HD26 | 330,000 compounds, 0.02% hits | purified CAL PDZ, TMR-peptide fluorescence polarization, 1 h | inhibition, % at 20 µM;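 active = highest replicate inhibition of at least 40%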;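 also: plate controls were DMSO neutral control wells for no effect and unlabeled competitor peptide control wells for full effect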
#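 Test system: purified CerCALP PDZ construct; Compound dosing: one concentration, 20 µM compound; Also added: TMR-labelled reporter peptide T*-PRC34 bound in PDZ groove; Read-out: inhibition from polarization loss; Controls: unlabelled peptide and DMSO controls; Signal: FP readout, S and P plane fluorescence; Incubation: 1 h at RT.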
# * marks the source's active call; other numbers are inactive results; ? = inconclusive; nt = no result given.
Structure,CAL PDZ FP-1,Rtt109 Vps75,NSD2 inh,dFosB act,PfHsp90 set2,SR-BI HDL uptake,MITF TRPM1 HTS,SR-BI DiI-HDL act,PvdQ inh,CAL PDZ FP-2
O=C(CNC(=O)c1ccc(Cl)c([N+](=O)[O-])c1)OC1CCCCC1=O (configuration not stated),-4,33,0,-6,8,-21,-2,21,3,-3.1
CCCC(C)NC(=O)COC(=O)c1ccccc1SCC(=O)NC(C)CCC (configuration not stated),-5,3,0,-5,-2,-11,7,11,-9,-1.6
CCOC(=O)Cc1cc(=O)[nH]c(/N=C(/NC(=O)c2ccccc2)Nc2ccccc2C(F)(F)F)n1,1,-4,-2,4,nt,2,-2,-2,7,-1.3
Cn1cc(S(=O)(=O)N2CCOCC2)cc1C(=O)O,5,1,0,0,-5,20,6,-20,-1,0.5
O=C(N/N=C/c1cc2c(cc1Br)OCO2)C1COc2ccccc2O1 (configuration not stated),-7,-4,1,-1,-17,13,76,-13,-9,-3.4
CSc1nccc(-c2nn(-c3ccc(C)cc3)ccc2=O)n1,-7,6,1,-8,9,6,-30,-6,-18,-1.9
COC(=O)c1ccccc1NC(=S)NC(=O)CC(C)C,-2,1,0,-7,15,-1,4,1,-20,-0.6
C=C(c1ccccc1Cl)[n+]1ccccc1,-1,-4,0,1,10,-10,0,10,-21,0.5
Cc1ccc(-n2c(-c3cc(C)n(C)n3)n[nH]c2=S)cc1,nt,1,-5,-1,-1,-14,nt,14,-15,-0.5
COC(=O)c1ccc(COc2ccccc2/C=C/C(=O)c2ccc(OCC(=O)O)cc2)cc1,-5,5,3,-15,17,13,8,-13,-17,-4.9
O=[N+]([O-])c1cc(-c2ncccn2)c([N+](=O)[O-])s1,-1,-2,-1,-1,-5,-20,-58,20,3,0.2
Cc1noc(C)c1CSc1nc2sc3c(c2c(=O)n1C)CCCC3,1,6,nt,2,-45,3,-3,-3,-13,0.2
C/C(=N\NC(=O)CNC(=O)c1ccco1)c1ccc(Br)cc1,-3,-1,1,-4,7,4,11,-4,-10,-0.5
CCn1c(C)nc2cc(C(=O)NNS(=O)(=O)c3c(C)c(C)cc(C)c3C)ccc21,nt,-1,0,-6,-15,-12,-14,12,-10,-1.5
Cc1ccc(C(=O)CCC(=O)Nc2ccc(Cl)c(S(=O)(=O)Nc3cccc(Cl)c3)c2)cc1,-3,7,31,1,6,-3,-11,3,8,1.2
CC(Oc1cccc(Cl)c1)C(=O)NC1CC(C)(C)NC(C)(C)C1 (configuration not stated),-4,-5,0,-2,8,-9,1,9,-5,-0.7
COc1cccc(C2c3[nH]c4ccccc4c3C[C@H]3C(=O)N(c4ccccc4C(=O)NCCCN4CCOCC4)C(=O)N23)c1 (some centres not stated),-5,14,nt,0,-14,29,-7,-29,-11,0.0
CCOC(=O)C(=O)Nc1nc(-c2ccccc2)c(-c2ccccc2)o1,0,1,nt,-8,10,-35,7,35,1,-0.2
Cc1cc(C)cc(NC(=S)N(Cc2ccc(Br)cc2)Cc2ccc(C(=O)O)cc2)c1,nt,11,5,-3,-24,7,6,-7,5,-1.0
Cc1ccc(C)c(S(=O)(=O)N2CCN(C(=O)c3ccccc3Cc3ccccc3)CC2)c1,-4,-5,3,3,-2,-11,-2,11,-5,-2.0
Cc1cc(C)cc(Nc2ccc(C(=O)O)cc2[N+](=O)[O-])c1,6,9,nt,-2,-17,-21,-17,21,15,-2.2
O=C(CSc1nnc2c(Cl)cc(C(F)(F)F)cn12)N(Cc1ccccc1)Cc1ccccc1,-3,1,-1,-2,-18,nt,1,nt,-2,-1.9
CCn1c(N2CCN(C(=S)NCCc3ccccc3)CC2)nc2ccccc21,-6,-4,-1,-5,-14,43,6,-43,1,-0.1
CCCCNC(=O)CSc1nc2ccc(NC(=O)CSc3nnc(COc4ccccc4C)n3C)cc2s1,0,2,22,4,10,1,-20,-1,-2,0.8
Cc1ccc(C(C(=O)NC(C)(C)C)N(C(=O)c2csnn2)C2CC2)cc1 (configuration not stated),-4,-9,1,-9,nt,-16,nt,16,-9,nt
Cc1ccc(C(C)(C)C)cc1S(=O)(=O)Nc1cccc(S(=O)(=O)NC2=NCCC2)c1,-4,-5,0,0,20,8,2,-8,1,-1.0
COC1=C(c2ccccc2)C(=O)c2ccccc2C1=O,2,nt,81*,6,?,-17,-74,17,-8,-0.1
Cc1sc(NC(=O)C2C3C=CC(C3)C2C(=O)O)c(C(N)=O)c1-c1ccc(C(C)C)cc1 (configuration not stated),-3,2,2,1,3,-38,-3,38,3,-1.4
CN(C(=S)NC(=O)CCCOc1ccc(Cl)cc1Cl)c1ccccc1,-2,-7,-3,-7,0,15,-4,-15,-18,-1.3
COc1ccc(C2CC(c3ccc(Cl)cc3)Nc3nc(NC(=O)c4ccco4)nn32)cc1 (configuration not stated),-3,4,0,-6,5,6,-11,-6,-11,-0.6
CCn1c(CC(=O)Nc2cccc(OC)c2)nnc1SCC(=O)Nc1nccs1,5,-8,1,1,-6,-7,-1,7,10,-0.6
CCOc1ccc(CC(=O)NNC(=S)NCCc2ccccc2)cc1,-6,-4,-2,-1,-69,7,-5,-7,-10,-0.3
O=C(O)CCN1C(=O)C2CCCCC2C1=O (configuration not stated),1,5,0,0,3,nt,-26,nt,-11,-2.2
COCCn1c(N)c(N(Cc2ccccc2)C(=O)c2ccc(C#N)cc2)c(=O)[nH]c1=O,-6,-7,0,-1,-3,-15,3,15,-18,-4.6
O=C1C(=O)N(CCO)C(c2cccc(F)c2)/C1=C(\O)c1ccc(Cl)cc1 (configuration not stated),-3,6,-3,0,-8,7,14,-7,-11,1.8
COc1ccccc1C(=O)Nc1ccnn1C1CCN(Cc2cnc(N(C)C)s2)CC1,-7,-9,-3,-3,23,-2,3,2,-9,-2.0
CCCC/C=C/C(NC(=O)CCc1ccccc1)c1ccccc1 (configuration not stated),-4,5,nt,-5,-2,17,14,-17,11,-0.5
CC(C)Cn1cnc2c(=O)oc3ccccc3c21,-4,-18,-3,-15,7,5,-2,-5,11,0.6
COc1cc(NC(=O)c2[nH]cnc2C(N)=O)cc(C(=O)Nc2cccc(C(F)(F)F)c2)c1,-1,1,nt,-2,-10,35,-89,-35,0,-0.6
CC(C)CCNC(=O)NC(=O)CN1C(=O)NC2(CCCCC2)C1=O,3,19,-4,3,nt,-33,nt,33,-17,nt
O=C(O)c1cc(N/N=C/c2ccc3c(c2)OCO3)ccc1Cl,-3,2,75*,6,nt,-1,-36,1,-22,-1.2
COC(=O)C1=C(C)N=C2SCCC(=O)N2C1c1ccc(C(=O)OC)cc1 (configuration not stated),-1,-7,1,-9,18,22,-5,-22,-5,-0.6
COc1ccc(-c2nn(C)c(=O)c3ccccc23)cc1NC(=O)COc1ccc(C)cc1,-6,5,2,-6,nt,92*,-19,-92,7,-1.2
OCCNc1nc(Nc2cccc(O)c2)nc2ccccc12,-7,7,3,10,28,nt,21,nt,-12,-7.5
COc1ccccc1C(=O)NC(=O)COC(=O)CCOc1ccc(C)cc1,-5,-8,-1,-4,5,-30,4,30,-1,-1.9
COc1ccc(C2CCCN2C(=S)Nc2cccc(Cl)c2)cc1OC (configuration not stated),-1,6,-3,-10,-5,29,9,-29,-20,0.3
Cc1cc(C)c(S(=O)(=O)c2ccccc2C(=O)O)c(C)c1,0,3,7,-6,5,4,16,-4,1,0.0
COc1ccc(C(=O)NCCSCc2cccc(Cl)c2)cc1OC,-5,-13,0,-7,3,17,nt,-17,-13,0.5
O=C(CSc1ccc(F)cc1)Nc1ccc(C2SCCS2)cc1,nt,6,-2,-7,1,-12,nt,12,-2,-0.3
CCc1ccccc1NC(=O)CN(C1CCCCC1)S(C)(=O)=O,-1,-4,-4,6,8,-5,nt,5,-18,0.9
Cc1ccccc1CNC(=O)c1cc2ccccc2o1,2,4,1,-3,-4,-2,nt,2,-20,0.6
Cc1nc2c(=O)n(C)c(=O)n(C)c2nc1Cl,nt,2,22,-2,18,-41,-43,41,-10,-1.1
Cc1oc2cc(O)ccc2c(=O)c1-c1ccccc1,0,-20,0,-4,-14,-9,-3,9,-9,-2.7
CCN1CCN(c2cc(C)c3cc(NC(=S)N(CC)CC)ccc3n2)CC1,-4,11,nt,6,14,nt,21,nt,2,-2.9
CSc1nnc(-c2ccc([N+](=O)[O-])cc2)o1,6,15,0,-4,-9,-2,17,2,58*,-0.1
CC(=O)OC(C(=O)NCc1ccc(F)cc1)c1ccccn1 (configuration not stated),-5,6,-2,0,6,nt,6,nt,-11,nt
Cc1ccc(NC(=S)NCc2cccs2)c(C)c1,4,-2,-5,2,-6,23,3,-23,-9,-0.9
Cc1cccc(C)c1OCC(=O)NCc1ccccc1,-3,3,1,-3,-1,17,4,-17,-6,-0.1
CC(=O)c1c(C(C)=O)c(C)n(NC(=O)c2ccccc2Cl)c1C,-4,-10,0,0,10,8,nt,-8,-1,-0.7
CC1=CCC(C(=O)O)C(C(=O)Nc2cccnc2)C1 (configuration not stated),6,-4,-3,-4,-15,-9,-10,9,0,-2.3
CSc1ccc(/C=C(/NC(=O)c2ccco2)C(=O)N2CCCCC2)cc1,-3,-1,1,-11,11,8,-1,-8,-10,-1.0
O=C(Nc1ccc(F)cc1F)c1cc(=O)n(-c2ccccc2)c(=O)[nH]1,-8,-1,-5,-4,nt,17,3,-17,-6,-1.8

# Screens (PubChem)
